Furin inhibitor = blocks human furin protease activity; AID 463115; hit rate 0.061% among 220,000; purified furin, fluorogenic substrate cleavage; P09958; inhibition, % at 30 µM; in the data active means inhibition above about 25%; further: inactives centre near -15
KCC2 mod = KCC2 (human) Cl- transport modulation; Q9H2X9; KCC2 cells, thallium flux FluoZin-2 fluorescence; B-score of Tl+ flux slope (higher = more flux/activation; lower = inhibition) at 10 µM; hit rate 2.2% among 190,000;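 active means thallium flux slope and its plate-corrected score both differing from the plate sample mean at a set confidence after two filtering rounds, in either direction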;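 further: slope of fluorescence scaled to starting intensity during 10 to 20 s after thallium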
FXIIa inh = blocks human coagulation factor XIIa protease activity | inhibition, % at 5 µM | purified FXIIa, Boc-QGR-AMC fluorogenic substrate, 2 h | AID 800 | hit rate 0.3% among 220,000; in the data active means inhibition above about 40%;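 further: 0% = enzyme with no compound and 100% = blank without enzyme; many of its hits are not listed in these tables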
KLK5 inh = kallikrein 5 (human) inhibition; inhibition, % at 5 µM; recombinant hK5, fluorogenic AMC substrate cleavage; AID 873; hit rate 0.59% among 210,000; Q9Y337;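 active means inhibition of 40% or more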;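 further: 0% = enzyme controls without compound and 100% = no-enzyme blanks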
Thrombin inh = inhibitors of human thrombin; inhibition, % at 5 µM; hit rate 0.26% among 220,000; alpha-thrombin, Boc-VPR-AMC fluorogenic substrate cleavage; P00734; AID 1046;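 active means inhibition at or above 40%; inactive means inhibition below 40%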;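 further: 0% = enzyme with no compound and 100% = wells without enzyme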
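signal = AMC fluorescence, 355/460 nm | material = human alpha-thrombin enzyme | control set = enzyme without compound as high, wells lacking enzyme as low | times = reaction at room temperature | read-out basis = percent inhibition scaled between no-compound controls and no-enzyme blanks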
PERK inhibitor = human PERK inhibition, primary cell-based screen. CHO PERK-DD fusion, SEAP luminescence translation reporter. inhibition, % at 5.6 µM. hit rate 0.17% among 220,000. AID 1416;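 active means inhibition above the mean inhibition of all tested compounds plus 3 SD, set separately per screening campaign, cut at about 2.9% in these data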;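 further: PERK kinase domain activated by AP20187 dimerizer at 100 nM; 0% = DMSO with dimerizer and 100% = rapamycin at 8.4 µM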
Target sequence (Q9NZJ5 whole entry, looked up, the tested form may be a part): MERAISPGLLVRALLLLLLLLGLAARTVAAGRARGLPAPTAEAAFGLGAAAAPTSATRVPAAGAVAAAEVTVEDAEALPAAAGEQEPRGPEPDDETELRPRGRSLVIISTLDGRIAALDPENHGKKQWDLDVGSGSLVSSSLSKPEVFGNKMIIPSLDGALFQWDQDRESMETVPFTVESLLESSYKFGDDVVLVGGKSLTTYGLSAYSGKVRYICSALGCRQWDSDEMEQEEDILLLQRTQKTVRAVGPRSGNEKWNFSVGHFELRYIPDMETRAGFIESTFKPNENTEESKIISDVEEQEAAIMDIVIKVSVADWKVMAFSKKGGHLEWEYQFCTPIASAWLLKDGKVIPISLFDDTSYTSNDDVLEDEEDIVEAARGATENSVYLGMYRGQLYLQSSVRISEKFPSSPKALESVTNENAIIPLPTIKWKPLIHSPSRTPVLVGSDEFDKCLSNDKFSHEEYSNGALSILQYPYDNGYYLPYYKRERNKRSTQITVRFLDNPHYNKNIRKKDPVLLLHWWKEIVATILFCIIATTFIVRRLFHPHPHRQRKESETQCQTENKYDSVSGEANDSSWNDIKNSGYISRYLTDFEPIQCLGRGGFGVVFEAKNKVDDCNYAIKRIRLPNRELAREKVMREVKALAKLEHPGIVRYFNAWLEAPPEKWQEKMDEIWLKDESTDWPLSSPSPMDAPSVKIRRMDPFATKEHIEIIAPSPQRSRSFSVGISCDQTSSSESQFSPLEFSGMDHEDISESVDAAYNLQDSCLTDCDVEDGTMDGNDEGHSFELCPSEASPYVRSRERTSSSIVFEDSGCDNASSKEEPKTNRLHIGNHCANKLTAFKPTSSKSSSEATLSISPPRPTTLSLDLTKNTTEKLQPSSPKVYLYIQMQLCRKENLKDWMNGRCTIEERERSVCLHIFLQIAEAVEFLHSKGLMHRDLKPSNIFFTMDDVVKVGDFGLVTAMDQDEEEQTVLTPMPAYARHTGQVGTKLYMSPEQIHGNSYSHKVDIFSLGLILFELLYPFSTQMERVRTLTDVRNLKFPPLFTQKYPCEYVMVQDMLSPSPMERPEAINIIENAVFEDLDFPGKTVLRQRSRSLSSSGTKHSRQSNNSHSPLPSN
m-calpain inh = blocks pig calpain II enzyme activity; purified calpain II, fluorogenic peptide substrate, 30 min; inhibition, % at 16 µM; hit rate 0.37% among 220,000;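 active means inhibition above about 50%, limit read from the data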
Rad51 HR inh = blocks human Rad51 in homologous recombination | hit rate 0.085% among 200,000 | Q06609 | hRad51 DNA strand exchange, fluorescence dequenching | inhibition, % at 10 µM;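 active means inhibition above 40% at the single screening dose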;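 further: 0% = DMSO control wells and 100% = blanks with heterologous ssDNA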
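Test system: preformed human Rad51 ssDNA filaments; also added: Donor/quencher-labelled 47-bp dsDNA substrate; doses: 10 µM final, single point; times: 37 °C 15-min filament assembly, 30-min compound preincubation, 15-min exchange; detection: FRET fluorescence dequenching, excitation 485 nm, emission 520 nm; read-out basis: Fluorescence-based percent inhibition, control- and blank-normalised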
FXIa inh = blocks human coagulation factor XIa protease activity | AID 798 | inhibition, % at 5 µM | purified FXIa, Boc-Glu-Ala-Arg-AMC fluorogenic substrate | hit rate 0.14% among 220,000;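 active means inhibition of at least 40%; inactive means inhibition below 40%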;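 further: fluorescence of freed AMC excited at 355 nm; 0% = enzyme without compound and 100% = no enzyme blank; many of its hits are not listed in these tables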
The depositor's hits bear a star; i = inactive; / = no result given; [ ] = remark or other dose. These rows are one share of the data, so the mix of outcomes need not match the whole.

SMILES	Furin inhibitor	KCC2 mod	FXIIa inh	KLK5 inh	Thrombin inh	PERK inhibitor	m-calpain inh	Rad51 HR inh	FXIa inh
C/C(CC(=O)Nc1ccc(Cl)cn1)=N\NC(=O)Cc1cccs1	-23	0.0064	7	2	-6	1.0	-1	/	1
CNS(=O)(=O)c1cc2c3c(cccc3c1)C(=O)NC2=O	-10	0.42	4	-17	3	0.8	1	5	1
CCOC(=O)c1cc2cc(OC)ccc2nc1C	-1[20 µM]	-0.8	1	-11	-3	-0.1	-64	7	-2
CO/C([O-])=N/c1c[n+](-c2ccc(Cl)cc2)no1	-22[20 µM]	0.9	9	3	1	1.1	-26	-1	1
O=C(CNC(=S)NC(=O)c1cccc([N+](=O)[O-])c1)c1ccccc1	-10	0.57	9	-8	-4	0.0	20	9	8
COC(=O)c1ccc(Oc2c(F)c(F)nc(N3CCOCC3)c2F)cc1	-17	-0.36	0	-17	2	0.9	38	3	6
Cc1csc(NC(=O)c2ccc(S(=O)(=O)N(C)c3ccccc3)cc2)n1	-19[20 µM]	0.39	6	0	2	-0.9	13	1	3
Cc1nn(-c2ccccc2)c(N2CCCC2)c1/C=C1\N=C(c2ccc(OC(C)C)cc2)OC1=O	1	-1.6	12	-1	-13	0.4	-118	-34	-2
c1ccc(OCc2nn3c(Cn4nnc5ccccc54)nnc3s2)cc1	-12	-2.6*	7	-6	-3	-0.1	-60	-5	-1
Cc1nc(-c2ccccc2)sc1C1(C)CC(c2ccc([N+](=O)[O-])cc2)=NO1 (centres undefined)	-29	1.4	9	5	2	/	2	-3	4
CC(C)CN1CCN(Cc2cccc3cccnc23)CC1CCO (centres undefined)	-11	1.3	3	1	-12	-0.3	-3	-4	-3
Cc1ccc(CN2CCS(=O)(=O)CC2)cc1	-6[20 µM]	0.053	14	4	0	0.1	-8	5	3
FC(F)(F)c1cc(C(F)(F)F)c2ccc(N3CCN(c4ccc(Cl)cc4)CC3)nc2n1	-28	-0.31	2	11	-1	0.8	16	-8	-8
CN1CCN(C(=O)C23CCC(C)(c4nc5ccccc5nc42)C3(C)C)CC1 (centres undefined)	-10[20 µM]	-0.21	4	-20	-7	-1.1	-20	3	1
O=S(=O)(NC1CC1)c1ccc(S(=O)(=O)N2CCCC3(CCCCC3)C2)cc1	0[20 µM]	-1	-5	-26	2	-0.8	0	-7	-9
O=C(COC(=O)c1ccccn1)Nc1cc(Cl)ccc1Cl	-21	0.13	27	-15	0	1.2	-5	0	14
Cc1cc(C)cc(OCC(=O)NN2C(=O)c3ccccc3C2=O)c1	-19	-0.04	8	-15	-1	1.6	-8	-2	-11
Cc1cccc(N=Nc2cnc(N)s2)c1	-23	-2.6	12	5	1	0.0	19	17	-1
O=P(OC1CCCCC1)(OC1CCCCC1)C(O)c1cccnc1 (centres undefined)	-24	0.31	8	-7	0	1.1	-20	19	6
COc1cc(/C=C2\SC(=S)N(C(Cc3ccccc3)C(=O)O)C2=O)ccc1O (centres undefined)	6	-0.65	10	-4	7	1.0	13	-78	9
Cc1cccc(NC(=O)CSc2ncnc3nc[nH]c23)c1C	-3[20 µM]	/	18	-12	1	1.3	4	-4	1
Cn1c(SCC(=O)NCc2cccs2)nnc1-c1ccc(S(=O)(=O)N2CCCC2)cc1	-29	1.2	6	4	0	0.1	-7	6	1
CCOC(=O)C1(Cc2cccc(F)c2)CCN(CCCn2cccn2)CC1	-22	-0.87	12	2	1	-1.0	-22	4	2
N#CC(C#N)=C1C=CC=CN1/C(=C\c1ccco1)C(=O)c1ccccc1	0	-1.8	14	-3	3	-1.2	-37	-4	14
O=c1[nH]cnc2c1C1(CCCC1)Cc1ccccc1-2	-22[20 µM]	-1.1	20	-3	5	1.9	-10	-10	1

Going on with the list.
SMILES	Furin inhibitor	KCC2 mod	FXIIa inh	KLK5 inh	Thrombin inh	PERK inhibitor	m-calpain inh	Rad51 HR inh	FXIa inh
CCCCC(=O)N1CCCC(C)C1 (centres undefined)	-8	0.058	6	-8	-3	1.3	3	4	6
Cc1ccc2c(CC(=O)NCC(C)(C)N3CCOCC3)coc2c1	-20	-0.032	7	10	-2	1.9	-12	-12	5
CCn1c(C)cc(O)cc1=O	-1	0.38	14	4	2	1.1	-18	14	2
CCNC(=S)NNC(=O)c1ccc(OC(F)F)cc1	-22[20 µM]	-0.081	8	-48	-2	1.1	10	-1	2
COc1cc(OC)c2c(c1)S(=O)(=O)C(c1ccccc1)=C2N	3	2.1	2	-13	2	0.5	35	-1	-5
ON1C(c2ccccc2)CC2(O)c3nonc3CCC12 (centres undefined)	-34	0.95	16	3	-1	1.0	-4	-6	7
C/C(=N\N(C)C)C1=C(O)c2ccccc2C1=O	-12	0.38	4	-9	-5	0.5	0	9	0
Cc1cccc(NC(=O)C23CCC(C)(/C(=N/O)C2)C3(C)C)c1 (centres undefined)	-12	-0.82	-1	4	-18	-0.7	-2	1	4
CN(C)CCCn1c(NCc2ccc3c(c2)OCO3)nc2ccccc21	-15[20 µM]	/	9	-14	-5	-0.4	7	-3	0
COC(=O)c1scc(C)c1NC(=O)Cc1ccccc1	-19[20 µM]	1.5	3	70*	4	0.5	7	7	3
CN(C)c1ccc(CN(C(=O)COc2ccc(F)cc2)C2CCS(=O)(=O)C2)cc1 (centres undefined)	-16	0.031	14	-7	4	-0.4	-15	-2	5
Cc1cccc(NC(=O)c2cc3c(=O)n4ccccc4nc3n(CC(C)C)c2=N)c1	-24	0.37	16	2	-4	-0.4	47	1	1
O=C1/C(=C/c2ccncc2)N=C2CCCCCN12	-17	1.2	6	3	2	0.4	-25	10	2
O=c1c(-c2ccc3c(c2)OCCO3)coc2cc(O)cc(O)c12	-4[20 µM]	-2.4	-7	0	-8	0.9	-3	-4	-6
CC(=O)c1ccc(NC2c3ncccc3C(=O)N2Cc2ccc(F)cc2)cc1 (centres undefined)	-3	/	-1	25	-3	-0.7	21	-3	-8
O=C(Cn1c(C(F)(F)F)nc2ccccc21)N1CCCC1	-23[20 µM]	/	1	-5	-3	0.5	-9	0	0
O=C(Nc1nc2ccccc2n1CCN1CCOCC1)c1cn(-c2ccccc2)nc1-c1ccccc1	-14	-1.2	11	-16	-1	-1.0	-22	/	-1
Cc1nn(-c2ccccc2)c(Cl)c1CN(C(=O)CCl)c1cccc2ccccc12	10	-1.8	0	-7	-4	-1.6	22	/	-6
O=C1CCC(=O)N1N1C(=O)C2C3c4ccccc4C(c4ccccc43)C2C1=O (centres undefined)	-12	-1.2	10	0	-2	0.1	-28	3	-2
Cc1[nH]c2ccccc2c1C(=O)CN1C(=O)C(=O)N(Cc2ccco2)C1=O	-23	-0.45	3	-1	0	1.0	-38	4	-1
CC(C)c1onc(C(=O)N2CCCCC2C)c1[N+](=O)[O-] (centres undefined)	-17	0.1	9	-3	3	0.9	-2	/	8
CS(=O)(=O)N(CCC#N)Cc1ccc(/C=C2\C(=O)Nc3ccccc32)o1	-21	1.4	8	-2	-21	-0.1	3	3	-5
C=CCn1c(COc2ccccc2)nnc1SCC(=O)O	-17	0.83	9	16	-1	1.1	-14	/	7
CC1CCCCC1NC(=O)CN1C(=O)c2cccc(N)c2C1=O (centres undefined)	-18	-0.65	3	-7	-9	0.9	i	7	-2
CCN(CC)C(=O)c1ccc(C(=O)c2c(C)cc(C)cc2C)cc1	-13[20 µM]	-0.43	11	-3	3	-0.7	5	1	3

Single records, as listed above. Order of screens: Furin inhibitor, KCC2 mod, FXIIa inh, KLK5 inh, Thrombin inh, PERK inhibitor, m-calpain inh, Rad51 HR inh, FXIa inh
`CC(C)c1onc(C(=O)N2CCCCC2C)c1[N+](=O)[O-]` (centres undefined) as listed: -17, 0.1, 9, -3, 3, 0.9, -2, /, 8
`C/C(=N\N(C)C)C1=C(O)c2ccccc2C1=O` as listed: -12, 0.38, 4, -9, -5, 0.5, 0, 9, 0
`CCN(CC)C(=O)c1ccc(C(=O)c2c(C)cc(C)cc2C)cc1` as listed: -13[20 µM], -0.43, 11, -3, 3, -0.7, 5, 1, 3
`CC1CCCCC1NC(=O)CN1C(=O)c2cccc(N)c2C1=O` (centres undefined) as listed: -18, -0.65, 3, -7, -9, 0.9, i, 7, -2
`O=c1c(-c2ccc3c(c2)OCCO3)coc2cc(O)cc(O)c12` as listed: -4[20 µM], -2.4, -7, 0, -8, 0.9, -3, -4, -6

The listing continues.
SMILES	Furin inhibitor	KCC2 mod	FXIIa inh	KLK5 inh	Thrombin inh	PERK inhibitor	m-calpain inh	Rad51 HR inh	FXIa inh
O=C(CN1CCN(S(=O)(=O)c2ccc(Cl)cc2)CC1)Nc1ccc(F)cc1F	-21	-0.65	7	-26	-2	-1.5	-8	-12	-3
OCCNCc1ccc(OCc2ccc(Cl)cc2Cl)cc1	-23	1.4	/	5	-2	-0.2	20	-9	1
CCCCN(CCCC)Cc1ccc(C(=O)NNC(=O)Nc2ccccc2)o1	-21	0.84	8	-6	1	-0.2	-13	8	21
Cn1cnc2c1c(=O)n(Cc1ccc(F)cc1Cl)c(=O)n2C	-14[20 µM]	1.1	18	-17	-13	1.5	-53	-3	-5
COCCNC(=O)C1CC(c2cccc([N+](=O)[O-])c2)=NO1 (centres undefined)	-14[20 µM]	-0.57	8	1	-3	1.7	-15	3	-1
CCCNC(=O)C(Cc1ccccc1)NS(=O)(=O)c1ccc2c(c1)c(=O)n(C)c(=O)n2C (centres undefined)	-10	/	9	-4	-8	2.1	-38	1	-7
CN(c1ccccc1)C1CCCCC1NS(=O)(=O)c1ccc(Cl)cc1 (centres undefined)	-16	1	8	-20	-4	-0.3	35	/	3
CN(C)CC(C)(C)CNS(=O)(=O)c1ccc(Cl)cc1	-8	0.63	-7	-24	-3	-0.2	-8	12	6
CC(Sc1nc(N2CCOCC2)nc(N2CCOCC2)n1)C(=O)Nc1ccccc1 (centres undefined)	-8	1.9	6	-19	-1	-0.9	20	-4	-8
Cc1nc(CN2CCOCC2)cc(=O)[nH]1	-23[20 µM]	/	9	2	3	-0.3	-12	7	1
N#Cc1ccc(NC(=O)c2cc(-c3cccs3)on2)cc1	-16	-0.2	0	-39	-3	0.4	-20	-3	-6
CCOc1ccc(NC(=O)c2ccc(OC)cc2)cc1	-15[20 µM]	0.28	13	2	0	1.5	-16	-2	-2
CNC(=O)c1[nH]cnc1C(=O)N[C@@H](CC(C)C)C(=O)OC(C)(C)C	-33	0.072	7	-2	-9	-0.7	2	9	-3
O=C(O)CCCNC(=O)/C(=C\c1ccc(Cl)cc1)NC(=O)c1ccc(Br)cc1	-23	0.54	/	6	-2	0.1	-15	-5	1
CCN1/C(=C/c2ccc3ccccc3[n+]2CC)C=Cc2ccccc21	-5[20 µM]	-3.6	15	-18	9	-1.8	33	11	-8
O=C(O)C1C(c2ccccc2)C(C(=O)OCCCO)C1c1ccccc1 (centres undefined)	-16	0.82	16	-7	0	1.1	-3	2	5
Cc1ccc(NC(=S)Nc2ccc(S(=O)(=O)N3CCOCC3)cc2)cc1S(=O)(=O)N1CCOCC1	-11	1	5	20	1	1.7	-7	15	-10
COc1cc(C(=O)NC(=S)N(C)Cc2ccccc2)cc(OC)c1OC	-7	11*	26	36	19	0.4	16	-15	101*
COc1cccc(-c2csc(N3CCN(Cc4ccccc4)CC3)n2)c1	0	3.1	10	-29	0	-0.5	4	4	-4
CSc1ccc(S(=O)(=O)N2CCCC2)cc1	-17[20 µM]	2.3	-2	-22	-3	1.5	-9	4	-4
CC(=O)c1ccc(NC(=O)Cn2nc(C)cc2C)cc1	-24	/	14	-15	0	0.3	-5	2	0

Printed as active in KLK5 inh, of those listed so far:
canonical_smiles	Furin inhibitor	KCC2 mod	FXIIa inh	KLK5 inh	Thrombin inh	PERK inhibitor	m-calpain inh	FXIa inh
COC(=O)c1scc(C)c1NC(=O)Cc1ccccc1	-19[20 µM]	1.5	3	70*	4	0.5	7	3
